CAL PDZ FP-1 = CAL PDZ (human) peptide binding inhibition | hit rate 0.92% among 300,000 | Q9HD26 | inhibition, % at 24.9 µM | purified CAL PDZ, TMR-peptide fluorescence polarization, 1 h | AID 602252;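 active = mean inhibition of at least 30% with at least half of replicates also reaching 30%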;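 also: 0% = DMSO neutral control and 100% = excess unlabeled competitor peptide PRC23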
MITF act = activators of MITF-driven TRPM1 promoter activity in SK-MEL-5 cells; hit rate 0.75% among 300,000; AID 588334; SK-MEL-5 TRPM1-promoter luciferase, 24 h; % of positive control, neutral wells = 0; activation, % at 12.5 µM;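 active = mean activation of at least 80% with every replicate also reaching 80%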;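 also: 0% = neutral control wells and 100% = parthenolide positive control wells; values of inactives mirror those of a sister screen read the other way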
Wnt act = activators of Wnt/beta-catenin signaling; Wnt/beta-catenin reporter cell assay, activator, plate reader; activation, % at 9.35 µM; hit rate 1.2% among 300,000; AID 743398; in the data active = activation above about 30%, passing the limit was not always enough;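 also: 0% = neutral control wells and 100% = positive control wells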
CDK5 p35 inh = blocks human CDK5/p35 kinase activity; Q00535+Q15078; hit rate 0.01% among 330,000; Recombinant CDK5/p35, ADP-Glo luminescence, 60 min; inhibition, % at 10 µM;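 active = highest replicate inhibition of at least 50% and at least 75% of replicates reaching 50%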;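 also: plate controls were DMSO neutral control for no effect and GW8510 at 10 µM for full effect; many of its hits are not listed in these tables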
Target sequence (Q00535 whole entry, looked up): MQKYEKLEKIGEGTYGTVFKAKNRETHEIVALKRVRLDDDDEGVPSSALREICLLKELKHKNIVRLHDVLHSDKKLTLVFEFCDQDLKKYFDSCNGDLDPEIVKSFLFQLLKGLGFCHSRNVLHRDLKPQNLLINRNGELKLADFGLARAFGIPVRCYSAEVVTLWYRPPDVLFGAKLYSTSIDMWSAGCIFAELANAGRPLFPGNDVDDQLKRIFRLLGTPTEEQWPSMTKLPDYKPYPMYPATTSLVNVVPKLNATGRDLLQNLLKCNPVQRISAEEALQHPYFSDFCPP
Target sequence (Q15078 whole entry, looked up): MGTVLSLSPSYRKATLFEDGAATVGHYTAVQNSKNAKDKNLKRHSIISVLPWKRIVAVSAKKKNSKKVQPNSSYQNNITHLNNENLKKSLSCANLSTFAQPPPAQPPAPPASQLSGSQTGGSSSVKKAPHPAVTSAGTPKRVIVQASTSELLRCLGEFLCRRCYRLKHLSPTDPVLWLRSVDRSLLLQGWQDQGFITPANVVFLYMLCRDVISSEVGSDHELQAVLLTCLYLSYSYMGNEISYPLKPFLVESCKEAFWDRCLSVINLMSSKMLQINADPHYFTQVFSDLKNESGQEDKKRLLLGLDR
V-ATPase pHluor = regulators of yeast V-ATPase proton transport. S. cerevisiae, pHLuorin cytosolic pH fluorescence. response, % at 10 µM. hit rate 0.37% among 350,000; in the data active = response mostly above about 7.3%, no sharp cut-off; inactive = mostly below about 5.4%; also: actives read high; inactives centre near 0; some compounds called inactive have numbers as strong as hits; reference of the scale not given here
Tat transport = blocks Tat-dependent protein export in E. coli; E. coli MC4100 TorA-mCherry Tat export, fluorescence; inhibition, % at 10 µM; hit rate 0.036% among 340,000;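 active = mean replicate inhibition at least 50% and at least half of replicates individually reaching 50%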;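 also: exported cargo escapes ClpAP degradation while cytoplasmic cargo is degraded and loses fluorescence; 0% = median of neutral control wells and 100% = median of NaSCN control wells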
dFosB act = activators of mouse delta FosB homodimer; activation, % at 25 µM; AID 493131; hit rate 0.99% among 340,000; purified delta FosB, TAMRA-CDK5 oligo fluorescence polarization; percent of positive-control signal above neutral wells; P13346;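 active = mean activation above about 17%, with every replicate also reaching it, limit read from the data, passing the limit was not always enough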;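 also: fluorescence polarization rise as delta FosB binds a TAMRA Cdk5 AP-1 oligo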
RTF Ca sens act = increases calcium sensitivity of human cardiac regulated thin filaments. IANBD-labeled TnC RTF fluorescence at EC20 calcium; 0% EC20 calcium, 100% full calcium. activation, % at 7.2 µM. hit rate 0.24% among 340,000. AID 493008;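 active = activation above the mean over all tested compounds plus 3 SD, cut at about 30% in these data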;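 also: rise in fluorescence read as greater calcium sensitivity of cardiac thin filaments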
Rtt109 HAT inh = inhibitors of Candida albicans Rtt109/Vps75 histone acetyltransferase; hit rate 0.16% among 330,000; purified Rtt109/Vps75, ThioGlo CoA-SH fluorescence, 4 h; inhibition, % at 34.9 µM; Q5AAJ8; AID 540336;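 active = inhibition of at least 50% in every replicate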
Target sequence (Q5AAJ8 whole entry, looked up): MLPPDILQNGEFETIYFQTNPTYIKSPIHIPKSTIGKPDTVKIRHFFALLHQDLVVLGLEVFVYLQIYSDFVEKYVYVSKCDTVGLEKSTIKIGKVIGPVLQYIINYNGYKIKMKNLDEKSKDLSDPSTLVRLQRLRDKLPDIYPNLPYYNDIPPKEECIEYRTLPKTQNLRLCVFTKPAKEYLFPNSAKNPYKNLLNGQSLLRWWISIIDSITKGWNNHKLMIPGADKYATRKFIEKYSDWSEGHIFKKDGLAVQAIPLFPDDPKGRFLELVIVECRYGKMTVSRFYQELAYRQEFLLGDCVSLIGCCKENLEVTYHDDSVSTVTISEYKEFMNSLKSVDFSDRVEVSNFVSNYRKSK
CAL PDZ FP-2 = blocks peptide binding to human CAL PDZ domain; purified CAL PDZ, TMR-peptide fluorescence polarization, 1 h; hit rate 0.02% among 330,000; inhibition, % at 20 µM; Q9HD26; AID 504414;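 active = highest replicate inhibition of at least 40%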;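 also: plate controls were DMSO neutral control wells for no effect and unlabeled competitor peptide control wells for full effect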
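Material: tagged CAL PDZ domain; buffer or medium: 25 mM sodium phosphate pH 7.4, 150 mM NaCl, TCEP, IgG, Thesit; compound dosing: single point, 20 µM; schedule: 1 h incubation at room temperature before polarization reading; measured by: FP readout, S and P plane fluorescence; read-out basis: percent inhibition from loss of millipolarization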
* marks the source's active call; other numbers are inactive results.

What do the screens show for `CCOc1ccccc1C(=O)n1nc(C)cc1C`?
CAL PDZ FP-1: -4; MITF act: -5; CDK5 p35 inh: -0.8; V-ATPase pHluor: 4; Tat transport: 1; dFosB act: -2; RTF Ca sens act: 1; Rtt109 HAT inh: 1; CAL PDZ FP-2: 0.2

What do the screens show for `COc1ccccc1C(=O)NNC(=O)c1ccc(NC(=O)c2ccccc2)cc1`?
MITF act: -20; Wnt act: -1; CDK5 p35 inh: 0.6; V-ATPase pHluor: -2; Tat transport: -2; dFosB act: -3; RTF Ca sens act: 1; Rtt109 HAT inh: -6; CAL PDZ FP-2: -1.1

What do the screens show for `Cc1ccc(C(=O)NCc2ccc3c(c2)OCO3)cc1`?
CAL PDZ FP-1: -3; Wnt act: 0; CDK5 p35 inh: 0.3; V-ATPase pHluor: 0; Tat transport: -3; dFosB act: 1; RTF Ca sens act: -6; Rtt109 HAT inh: 0; CAL PDZ FP-2: -0.6

Results for O=C(CSc1nnc(-c2ccncc2)o1)NCc1ccccc1 ?
CAL PDZ FP-1: -4; MITF act: 12; Wnt act: -6; CDK5 p35 inh: 0.6; V-ATPase pHluor: 2; Tat transport: -8; dFosB act: -2; RTF Ca sens act: 8; CAL PDZ FP-2: -1.8

What do the screens show for `CCOc1ccccc1N(C)S(=O)(=O)c1ccc2c(c1)N(C(C)=O)CCO2`?
CAL PDZ FP-1: 3; MITF act: -2; Wnt act: 1; CDK5 p35 inh: 0.3; V-ATPase pHluor: 3; Tat transport: -3; dFosB act: -5; RTF Ca sens act: 0; Rtt109 HAT inh: -5; CAL PDZ FP-2: -0.7

What do the screens show for `Nc1nc(SCC(=O)NCCN2CCOCC2)nc2sc3c(c12)CCC3`?
CAL PDZ FP-1: -3; MITF act: -10; Wnt act: 0; CDK5 p35 inh: -0.6; V-ATPase pHluor: 0; Tat transport: 0; dFosB act: 1; RTF Ca sens act: -2; CAL PDZ FP-2: -2.8

What do the screens show for `COC(=O)C1C(=O)C2=C(CC1C)NC(C)=C(C(=O)OC1CCCCC1)C2c1ccc(N(C)C)cc1` (stereo unspecified)?
CAL PDZ FP-1: -1; Wnt act: 3; CDK5 p35 inh: -0.3; V-ATPase pHluor: 2; Tat transport: 6; dFosB act: -5; RTF Ca sens act: -1; Rtt109 HAT inh: 7; CAL PDZ FP-2: -1.2

What do the screens show for `Nn1c(SCc2csc(-c3ccccc3)n2)nnc1-c1cccs1`?
CAL PDZ FP-1: 0; Wnt act: 9; CDK5 p35 inh: -2.4; V-ATPase pHluor: 1; Tat transport: -11; dFosB act: 6; RTF Ca sens act: 5; Rtt109 HAT inh: 1; CAL PDZ FP-2: -0.7

What do the screens show for `Cc1cc(=O)[nH]c(SCC(=O)Nc2ncc(S(=O)(=O)c3ccc([N+](=O)[O-])cc3)s2)n1`?
CAL PDZ FP-1: -4; MITF act: -4; Wnt act: -12; CDK5 p35 inh: -1.3; V-ATPase pHluor: -2; Tat transport: -3; dFosB act: -3; RTF Ca sens act: -1; Rtt109 HAT inh: 0; CAL PDZ FP-2: -0.1

How did CC(Sc1nc(N)cc(N)n1)C(=O)NCC1CCCO1 (stereo unspecified) do in these assays?
CAL PDZ FP-1: -5; MITF act: 11; Wnt act: -1; CDK5 p35 inh: -1.7; V-ATPase pHluor: 0; Tat transport: -3; dFosB act: -1; RTF Ca sens act: 0; Rtt109 HAT inh: 3; CAL PDZ FP-2: -1.0

How did CC(=O)OCC1CC(COC(C)=O)C(COC(C)=O)CC1COC(C)=O (stereo unspecified) do in these assays?
CAL PDZ FP-1: 0; MITF act: 2; Wnt act: -1; CDK5 p35 inh: -0.2; V-ATPase pHluor: 5; Tat transport: -3; dFosB act: -7; RTF Ca sens act: 1; Rtt109 HAT inh: -1; CAL PDZ FP-2: -1.2

What do the screens show for `COc1cccc(-n2ccnc2SCC(=O)Nc2nccs2)c1`?
Wnt act: 0; CDK5 p35 inh: -0.7; V-ATPase pHluor: 0; Tat transport: -6; dFosB act: -2; RTF Ca sens act: -7; Rtt109 HAT inh: -19; CAL PDZ FP-2: -0.4

Results for COc1cc(NC(=S)Nc2ccc(Br)cc2Cl)c(OC)cc1Cl ?
CAL PDZ FP-1: 1; MITF act: -3; CDK5 p35 inh: 0.4; V-ATPase pHluor: -1; Tat transport: -6; dFosB act: 0; RTF Ca sens act: 1; Rtt109 HAT inh: 14; CAL PDZ FP-2: 0.5

How did CCN(C(=O)c1ccco1)c1nnc(-c2cccnc2)s1 do in these assays?
CAL PDZ FP-1: -1; MITF act: 62; Wnt act: 18; CDK5 p35 inh: 1.4; V-ATPase pHluor: 6; Tat transport: -4; dFosB act: -35; RTF Ca sens act: 12; Rtt109 HAT inh: -11; CAL PDZ FP-2: -1.9

What do the screens show for `O=C(c1ccco1)N1C2C=CC(C2)C1(C(F)(F)F)C(F)(F)F` (stereo unspecified)?
CAL PDZ FP-1: -4; MITF act: 14; CDK5 p35 inh: -0.6; V-ATPase pHluor: -2; Tat transport: -6; dFosB act: 3; RTF Ca sens act: -6; Rtt109 HAT inh: -7; CAL PDZ FP-2: -0.4

Results for Cc1ccccc1-n1c(C)cc(/C=C2/C(=N)N3C(c4ccccc4)=CSC3=NC2=O)c1C ?
CAL PDZ FP-1: -4; MITF act: 35; Wnt act: -4; CDK5 p35 inh: 0.8; V-ATPase pHluor: -7; Tat transport: -4; dFosB act: 0; RTF Ca sens act: 10; Rtt109 HAT inh: 10; CAL PDZ FP-2: -0.5

What do the screens show for `O=C1C=C(c2ccccc2)C(=O)N1Nc1ccccc1`?
CAL PDZ FP-1: 0; MITF act: -56; CDK5 p35 inh: 1.2; V-ATPase pHluor: 4; Tat transport: -31; dFosB act: -1; RTF Ca sens act: 0; Rtt109 HAT inh: 2; CAL PDZ FP-2: 0.7

Results for Cc1onc(-c2ccccc2)c1C(=O)N/N=C/c1cc2c(cc1Br)OCO2 ?
CAL PDZ FP-1: 3; MITF act: 6; Wnt act: -5; CDK5 p35 inh: -6.9; V-ATPase pHluor: 3; Tat transport: 1; dFosB act: 4; RTF Ca sens act: 1; Rtt109 HAT inh: 1; CAL PDZ FP-2: -1.5

What do the screens show for `COc1ccccc1CNC(=O)COC(=O)c1cc(C)oc1C`?
CAL PDZ FP-1: -3; MITF act: 4; Wnt act: 0; CDK5 p35 inh: -0.9; V-ATPase pHluor: 3; Tat transport: -6; dFosB act: 1; RTF Ca sens act: 4; Rtt109 HAT inh: 35; CAL PDZ FP-2: -1.0

What do the screens show for `Cn1c(CCNC(=O)c2cccs2)nnc1SCC(=O)N1CCN(c2ccccc2)CC1`?
MITF act: -6; CDK5 p35 inh: -0.6; V-ATPase pHluor: -3; Tat transport: 3; dFosB act: -5; RTF Ca sens act: 5; Rtt109 HAT inh: 5; CAL PDZ FP-2: -2.2

Continued, starting with the last 2 of the part before.
What do the screens show for `COc1ccccc1CNC(=O)COC(=O)c1cc(C)oc1C`?
CAL PDZ FP-1: -3; MITF act: 4; Wnt act: 0; CDK5 p35 inh: -0.9; V-ATPase pHluor: 3; Tat transport: -6; dFosB act: 1; RTF Ca sens act: 4; Rtt109 HAT inh: 35; CAL PDZ FP-2: -1.0

What do the screens show for `Cn1c(CCNC(=O)c2cccs2)nnc1SCC(=O)N1CCN(c2ccccc2)CC1`?
MITF act: -6; CDK5 p35 inh: -0.6; V-ATPase pHluor: -3; Tat transport: 3; dFosB act: -5; RTF Ca sens act: 5; Rtt109 HAT inh: 5; CAL PDZ FP-2: -2.2

Results for O=C(NCCCN1CCOCC1)c1onc(CSc2ccccc2)c1C(=O)NCCCN1CCOCC1 ?
CAL PDZ FP-1: -2; MITF act: -1; Wnt act: -4; CDK5 p35 inh: -5.5; V-ATPase pHluor: 11; Tat transport: -2; dFosB act: -3; RTF Ca sens act: 7; Rtt109 HAT inh: -6; CAL PDZ FP-2: -1.0

Results for C/C(=N\NC(=S)NC1CCCCC1)c1ccccc1 ?
CAL PDZ FP-1: -2; MITF act: -10; Wnt act: -3; CDK5 p35 inh: 2.6; V-ATPase pHluor: -2; Tat transport: 12; dFosB act: -8; RTF Ca sens act: 6; Rtt109 HAT inh: 4; CAL PDZ FP-2: 1.9

How did O=S(=O)(NC1=NCCCCC1)c1ccc2ccccc2c1 do in these assays?
CAL PDZ FP-1: -4; MITF act: 14; Wnt act: 1; CDK5 p35 inh: -1.5; V-ATPase pHluor: 9; Tat transport: -4; dFosB act: -8; RTF Ca sens act: -1; Rtt109 HAT inh: -1; CAL PDZ FP-2: -0.7

How did O=[N+]([O-])c1ccccc1/C=N/n1c(-c2ccccc2)n[nH]c1=S do in these assays?
CAL PDZ FP-1: -2; MITF act: -5; Wnt act: -2; CDK5 p35 inh: 3.7; V-ATPase pHluor: 1; Tat transport: 2; dFosB act: -8; RTF Ca sens act: 9; Rtt109 HAT inh: -9; CAL PDZ FP-2: -0.1

What do the screens show for `CCOc1ccccc1C(=O)Nc1nnc(CC)s1`?
CAL PDZ FP-1: -1; MITF act: 9; Wnt act: 5; CDK5 p35 inh: 0.1; V-ATPase pHluor: -3; Tat transport: -2; dFosB act: -23; RTF Ca sens act: 0; Rtt109 HAT inh: 0; CAL PDZ FP-2: -0.3

What do the screens show for `COc1ccc2nc(NC(=O)CSc3nnc(N)s3)sc2c1`?
CAL PDZ FP-1: -11; MITF act: 61; Wnt act: 11; CDK5 p35 inh: 1.0; V-ATPase pHluor: 4; Tat transport: -8; dFosB act: 6; RTF Ca sens act: -4; Rtt109 HAT inh: -4; CAL PDZ FP-2: -3.5

How did COc1ccc(C(=O)Nc2ccc(NC(=O)CSc3nnc(-c4ccncc4)n3C)cc2)cc1 do in these assays?
CAL PDZ FP-1: -1; MITF act: -7; Wnt act: 0; CDK5 p35 inh: -0.7; V-ATPase pHluor: 1; Tat transport: -3; dFosB act: -2; RTF Ca sens act: 3; Rtt109 HAT inh: -1; CAL PDZ FP-2: -1.6

What do the screens show for `COc1cccc2c1C(=O)CC1C2CCC2CC(=O)CCC21C` (stereo unspecified)?
CAL PDZ FP-1: -1; MITF act: -3; Wnt act: 2; CDK5 p35 inh: -0.3; V-ATPase pHluor: 1; Tat transport: 6; dFosB act: -4; RTF Ca sens act: 6; Rtt109 HAT inh: -3; CAL PDZ FP-2: -0.3

Results for Fc1ccc(-n2nnc(-c3cccnc3)n2)cc1 ?
CAL PDZ FP-1: 0; MITF act: 62; Wnt act: 32*; CDK5 p35 inh: 0.3; V-ATPase pHluor: 0; Tat transport: -2; dFosB act: 0; RTF Ca sens act: 2; Rtt109 HAT inh: 4; CAL PDZ FP-2: -0.5

What do the screens show for `Cc1noc2ncnc(Oc3ccc(Cl)cc3Cl)c12`?
CAL PDZ FP-1: -2; MITF act: 11; Wnt act: 0; CDK5 p35 inh: 0.3; V-ATPase pHluor: 1; Tat transport: 2; dFosB act: -7; RTF Ca sens act: -2; Rtt109 HAT inh: 10; CAL PDZ FP-2: -2.0

Screening results: PubChem BioAssay, several laboratories
